# Mdm2 ligase inh – blocks human Mdm2 ubiquitin ligase activity; Q00987; 0.11% of 210,000 active; signal enhancement, % at 5 µM; cell-based MDM2 ubiquitination luciferase reporter, 2 h; 0 = plate control, 100 = twice control, blank-subtracted;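 active = signal enhancement of 30% or more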;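 note: luminescence tracks abundance of the self-degrading MDM2-luciferase fusion protein; higher signal means inhibition of MDM2 E3 ligase activity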
#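 Material: Stable MDM2–luciferase fusion reporter cells | Amount: 2000 cells seeded into each well | Dosing: One concentration, 5 µM, with 0.2% DMSO | Incubation: 4 h cell settling then 2 h compound exposure, 37 °C | Measured by: Luciferase luminescence | Read-out basis: % enhancement relative to plate controls after blank subtraction | Benchmarks: Control and blank well means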
# Hck-Nef inh – human Hck-Nef kinase inhibition; P08631; Recombinant Hck-YEEI plus Nef, Z-Lyte FRET kinase assay; inhibition, % at 20 µM; 0.68% of 220,000 active; AID 463187;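 active = Hck-Nef kinase inhibition above about 50%, limit read from the data; inactive = inhibition below that limit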;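 note: 0% = DMSO with Hck plus Nef and 100% = Hck alone without Nef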
# p97 ATPase inh – human p97 ATPase inhibition. P55072. recombinant p97 ATPase, Kinase-Glo ATP luminescence, 3 h. inhibition, % at 8 µM. 0.42% of 220,000 active. AID 1481; in the data active = inhibition above about 15%;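 note: 0% = DMSO vehicle and 100% = wells lacking enzyme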
# Target sequence (P55072 whole entry, looked up): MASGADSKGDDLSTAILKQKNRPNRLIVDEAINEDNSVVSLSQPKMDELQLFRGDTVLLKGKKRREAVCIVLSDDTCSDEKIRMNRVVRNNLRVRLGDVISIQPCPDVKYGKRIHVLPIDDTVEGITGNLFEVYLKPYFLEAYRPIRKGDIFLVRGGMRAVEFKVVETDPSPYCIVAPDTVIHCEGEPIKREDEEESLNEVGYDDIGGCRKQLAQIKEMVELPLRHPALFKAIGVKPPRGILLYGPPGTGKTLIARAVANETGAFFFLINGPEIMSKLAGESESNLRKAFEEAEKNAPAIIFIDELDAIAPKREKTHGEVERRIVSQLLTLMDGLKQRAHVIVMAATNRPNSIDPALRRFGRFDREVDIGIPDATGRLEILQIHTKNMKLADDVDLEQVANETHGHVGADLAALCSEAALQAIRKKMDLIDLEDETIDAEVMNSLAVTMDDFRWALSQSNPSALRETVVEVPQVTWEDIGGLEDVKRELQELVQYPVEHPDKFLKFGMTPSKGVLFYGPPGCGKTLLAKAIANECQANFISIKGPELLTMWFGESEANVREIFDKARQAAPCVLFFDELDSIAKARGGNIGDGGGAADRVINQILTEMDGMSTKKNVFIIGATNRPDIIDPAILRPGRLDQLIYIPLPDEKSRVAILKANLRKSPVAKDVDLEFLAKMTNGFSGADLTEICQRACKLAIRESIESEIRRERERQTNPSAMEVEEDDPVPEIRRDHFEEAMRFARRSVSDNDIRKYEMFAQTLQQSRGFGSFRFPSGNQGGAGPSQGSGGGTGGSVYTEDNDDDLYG
# RBBP9 inh – inhibitors of human serine hydrolase RBBP9; recombinant RBBP9, FP-Rh probe fluorescence polarization; 0.2% of 220,000 active; O75884; inhibition, % at 7.94 µM;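 active = inhibition above the campaign mean of all tested compounds plus 3 SD, cut at about 14% in these data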;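 note: plate controls were DMSO wells with RBBP9 for no effect and wells lacking RBBP9 protein for full effect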
# Target sequence (O75884 whole entry, looked up): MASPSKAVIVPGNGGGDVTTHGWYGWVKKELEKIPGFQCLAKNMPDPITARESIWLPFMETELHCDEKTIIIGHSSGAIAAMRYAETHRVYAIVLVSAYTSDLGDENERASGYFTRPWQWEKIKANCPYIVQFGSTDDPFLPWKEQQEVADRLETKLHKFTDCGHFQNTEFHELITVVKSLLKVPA
#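 Measured by – fluorescence polarization · Test system – RBBP9 protein · Input – 2.5 µM RBBP9 dispensing solution, before mixing · Measure – percent inhibition from mP, scaled between DMSO and no-protein wells · Benchmarks – DMSO-treated enzyme wells and wells lacking RBBP9 · Times – preincubation 30 min plus labeling 45 min at 25 °C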
# Runt-CBFb FRET – blocks binding of human RUNX1 Runt domain to CBFb | Q01196+Q13951 | Cerulean-Runt/Venus-CBFb FRET ratio 530/480, 1 h | inhibition, % at 20 µM | 0.46% of 220,000 active | AID 1496;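 active = inhibition over about 50% at 20 µM in the single-dose screen, limit read from the data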;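 note: 0% = DMSO wells and 100% = excess unlabeled CBFb competitor control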
#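 Buffer or medium: Tris pH 7.5 buffer with BSA. Assay system: Cerulean-labeled Runt domain protein. Amount: each fluorescent fusion protein 100 nM. Read-out basis: loss of energy transfer signal. Incubation: 1 h compound exposure, room temperature. Probe or stimulus: Venus-CBFb binding partner, 100 nM. Detection: FRET, excitation 422 nm, emission at 530 and 480 nm.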
# NPY-Y1 antag – blocks the human neuropeptide Y Y1 receptor; inhibition, % at 3.6 µM; HEK293-CNG Y1 cells, membrane potential fluorescence; NPY at EC95, then isoproterenol; 1% of 200,000 active;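 active = inhibition above the campaign mean inhibition of all tested compounds plus 3 SD, cut at about 20% in these data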;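 note: 0% = DMSO wells given NPY plus isoproterenol and 100% = isoproterenol alone without NPY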
#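 Assay system: HEK293 Y1/CNG channel cell line; Doses: single compound dose of 3.6 µM, 0.4% DMSO; Timing: dye 3 h, compound 60 min room temperature, stimulation 45 min; Technique: Membrane-potential fluorescent dye readout; Measure: % inhibition of NPY effect.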
# NPY-Y2 PAM-ag – potentiates or activates human NPY-Y2 receptor; P49146; cells expressing NPY-Y2, potentiator/agonist read-out; activation, % at 3.6 µM; 0.45% of 220,000 active; in the data active = activation above about 27%;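 note: cells stimulated with NPY near EC25 plus isoproterenol at EC100; 0% = vehicle plus submaximal agonist and 100% = vehicle plus saturating agonist; some results beyond the cut were filed as inactive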
# Runt-SMMHC FRET – Runt domain-CBFb-SMMHC interaction inhibition. Q01196+Q13951. Cerulean-Runt/Venus-CBFb-SMMHC FRET ratio 530/480, 1 h. inhibition, % at 20 µM. 0.74% of 220,000 active. AID 1434;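 active = mean inhibition across duplicate retests at 20 µM reaching about 50%, limit read from the data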;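 note: 0% = DMSO wells and 100% = wells with excess untagged CBFb-SMMHC; inhibitors lower the FRET ratio by blocking Runt binding to CBFb-SMMHC; some results filed as inactive read as strong as hits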
# NPY-Y1 PAM-ag – human NPY-Y1 potentiation or agonism, primary screen; P25929; NPY-Y1 expressing cells, potentiator/agonist activation; activation, % at 3.6 µM; AID 1304; 0.37% of 220,000 active; in the data active = activation above about 33%, passing the limit was not always enough;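 note: cells stimulated with NPY at EC10 then isoproterenol at EC100; 0% = low agonist plus stimulus and 100% = saturating agonist plus stimulus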
# * hit, by the source's call; nt = not tested or not shown.
# Results follow in this order: Mdm2 ligase inh	Hck-Nef inh	p97 ATPase inh	RBBP9 inh	Runt-CBFb FRET	NPY-Y1 antag	NPY-Y2 PAM-ag	Runt-SMMHC FRET	NPY-Y1 PAM-ag
Cc1cc(NC(=O)CCC(=O)N(c2cccc(F)c2)C(C(=O)NC2CCCC2)c2ccncc2)no1 (stereo unspecified)
→ -13.9	-0.2	4.1	-0.2	-2.2	-6.5	11.7	1.5	10.6
COc1ccccc1C1(O)CCN(CC(=O)Nc2c(C)nn(C)c2C)CC1
→ -2.3	-4.8	0.0	-3.8	-2.6	-1.5	8.8	-4.8	11.7
CO/N=C/Cc1c([N+](=O)[O-])c(C)nn1C
→ -70.2	-12.4	0.8	2.5	1.2	4.1	4.4	1.7	-7.2
Brc1nc(Br)n(Cc2ccccc2)n1
→ 1.8	-8.6	1.6	0.5	1.0	2.9	3.1	2.8	1.6
CSc1nc(C)c(Cl)c(C)c1C#N
→ -13.8	-1.3	-1.0	-6.8	-0.7	-1.2	10.1	0.5	12.2
COc1cccc(-c2nc(-c3ccccc3)no2)c1
→ -55.5	9.0	-0.3	1.9	-0.4	-0.9	6.0	-2.2	-17.1
Cc1ccnc(SCc2cn3c(C)cccc3n2)n1
→ 1.0	21.7	2.6	-1.5	9.6	2.6	-12.5	0.0	6.6
O=C(NCc1cccnc1)NC1(C(F)(F)F)Oc2ccc(Cl)cc2O1 (stereo unspecified)
→ -4.8	-0.4	3.4	5.0	5.5	-2.0	4.6	3.3	6.5
CN(C(=S)NC(=O)C1(C)CC1(Cl)Cl)c1ccccc1 (stereo unspecified)
→ -15.6	13.2	1.9	-10.0	4.1	-0.4	5.6	-1.1	8.3
Cc1ccc(O)c(C(=O)c2cc(C#N)c(=O)n(CC3CCCO3)c2)c1 (stereo unspecified)
→ 0.7	0.2	-2.5	-1.6	16.9	3.1	2.4	-9.5	-1.7
O=C(Nc1cccnc1)C1(c2ccc(Cl)cc2)CCCC1
→ -4.3	3.0	-3.6	0.0	2.4	-6.2	7.6	2.4	-3.6
CCC(=O)Nc1c(C(=O)N2CCCCCC2)cnn1-c1ccc(C)c(C)c1
→ 12.8	-8.7	0.8	-3.3	-0.1	2.1	2.1	-3.5	-1.4
O=C(/C=C/c1ccco1)NCCCN1CCN(CCCNC(=O)/C=C/c2ccco2)CC1
→ -0.1	5.8	0.1	-1.7	1.5	-0.9	1.9	0.9	10.9
O=C(Nc1nccs1)c1cccc(NC(=O)C(F)(F)F)c1
→ -6.7	-0.5	8.3	-4.4	0.1	nt	5.3	-5.6	-3.6
Clc1ccc(C(c2ccccc2)N2CCNCC2)cc1 (stereo unspecified)
→ -12.6	2.5	0.0	1.4	2.0	6.4	9.7	-6.6	14.4
O=[N+]([O-])c1ccc(NC(=S)N2CCN(c3ccccc3)CC2)cc1
→ -12.4	-0.6	-0.6	-11.2	1.3	2.3	-5.8	-0.6	-1.9
C=CCn1c(N2C(=O)CC(Cc3ccccc3)C2=O)nc2ccccc21 (stereo unspecified)
→ -12.4	0.8	-3.7	-8.5	-1.0	9.0	-19.0	1.4	-7.4
CCC(CC)c1nn2c(N)c(/C=C3\C(C)=Nc4ccccc43)c(=O)nc2s1
→ 2.8	12.6	23.9*	-6.2	-1.7	nt	50.6*	-3.6	87.8*
O=C(COC(=O)c1cc(S(=O)(=O)N2CCCCC2)ccc1Cl)NCc1ccco1
→ -7.6	1.2	-2.0	6.0	0.2	-2.9	-4.5	-0.7	-9.1
CCn1ncc(NC(=O)Nc2cccc(C(F)(F)F)c2)c1C(N)=O
→ -8.0	-0.8	-1.7	-5.5	0.5	5.2	-0.1	-0.5	-0.6
O=C(Nc1nnc(Cc2ccc(Cl)cc2)s1)c1cccs1
→ -8.2	-0.3	4.0	-5.3	-0.8	0.1	-22.7	-0.5	-7.3
Cc1ccc(CNC(=O)CS(=O)Cc2nc(-c3ccccc3C)oc2C)cc1 (stereo unspecified)
→ -6.5	4.2	-0.2	-2.2	-2.9	11.6	-19.8	-3.6	-34.3
COCC(=O)Nc1ccccc1C(=O)Nc1ccc(OC)cc1
→ -12.4	5.8	0.5	-1.0	-0.4	2.1	-7.0	-1.1	-3.9
Cc1ccnc(N2C(=O)OC(C)(C)C2(C)O)c1 (stereo unspecified)
→ -21.0	-1.0	-0.3	-4.7	1.7	-4.4	-7.3	6.1	-3.6
Cc1ccc(-n2nnnc2SCC(=O)NCCC2=CCCCC2)c(C)c1
→ -32.0	0.9	-4.5	-0.6	-4.5	0.7	-9.9	-1.5	-40.2
Cc1nn(C)cc1[C@@H]1C[C@H]2CN(Cc3cccc(Cl)c3)C(=O)[C@]23CCCN13
→ 0.3	17.5	3.7	0.5	0.0	3.8	-3.6	1.3	7.8
CCOc1ccc(Br)cc1S(=O)(=O)Nc1cccc(S(=O)(=O)N(C)C)c1
→ 1.5	3.4	3.6	2.0	-0.2	4.3	8.6	3.2	11.0
CSCCC(NC(=O)c1ccccc1)C(=O)OCC(=O)N(C)CCC#N (stereo unspecified)
→ -10.4	23.9	0.1	-9.2	1.5	-5.9	-9.9	-1.4	-3.3
Cc1nn(C)c(Oc2ccccc2)c1CCNC(=O)C(C)(C)C
→ -16.6	2.5	3.7	-7.2	1.2	-2.2	-7.2	5.2	12.9
CN1C(=O)CC(n2c(CO)nc3ccccc32)C1=O (stereo unspecified)
→ -7.7	-1.0	0.2	-4.7	2.0	2.8	-18.6	4.4	-4.5
COCCNC(=O)/C(C#N)=C1\N=C(N)c2ccccc21
→ -0.1	53.4*	5.0	-9.7	1.1	-1.1	14.7	10.3	-6.2
O=C(CN1C(=O)CSC1=O)Nc1ccc(F)c(F)c1F
→ nt	1.3	1.8	-3.0	-2.1	-4.6	3.4	2.1	-5.3
O=S(=O)(Nc1ccc(-c2cn3c(n2)SCC3)cc1)c1cccs1
→ 0.0	18.2	5.2	4.6	1.0	1.6	-17.6	2.1	1.7
CCN(CC)c1cnn(C/C(=N\OC)c2ccc(Cl)cc2)c(=O)c1Br
→ -16.6	-15.8	-5.0	-11.4	0.8	13.1	-13.6	-0.5	-22.1
Cc1ccc(Nc2nc(CSc3nnc(-c4cccs4)o3)cs2)cc1
→ -9.5	0.3	0.1	-6.7	-0.1	11.3	-19.0	0.4	-22.9
O=C(c1csc2c1CCCC2)N1CCN(c2ccccc2)CC1
→ -23.1	1.4	3.9	2.7	2.4	5.7	2.9	-1.0	8.0
Cc1ccc(C(=O)N2CCSCC2)cc1
→ -14.1	2.5	3.3	10.6	-1.1	8.5	4.2	-0.2	11.5
CCOC(=O)CC1CCCCN1Cc1cn(C)nc1-c1ccc2c(c1)OCCO2 (stereo unspecified)
→ -1.8	-1.1	-0.3	-3.6	0.9	2.3	-2.2	3.6	-1.5
O=C1C(Cl)=C(N2CCCCC2)C(=O)N1Cc1ccccc1
→ -2.4	-2.6	-9.3	-11.6	-1.3	-1.3	-2.1	-15.5	-9.6
O=C1c2cccc3cccc(c23)C(=O)N1Nc1ccccc1
→ 7.7	17.2	2.7	-6.1	2.4	2.0	1.8	2.3	7.9
CCC(NC(=O)NC1=NCCS1)(C(F)(F)F)C(F)(F)F
→ -3.2	6.4	5.5	-1.0	-2.0	9.4	0.0	1.2	2.2
COc1ccccc1CC(=O)Nc1cccc(C)n1
→ 15.0	20.2	4.1	-1.8	-2.2	1.6	-8.7	-6.0	0.1
COc1ccccc1NC(=O)N1CCCC(c2nc3c(nnn3Cc3ccc(C)cc3)c(=O)[nH]2)C1 (stereo unspecified)
→ -16.3	0.4	6.3	-7.0	-3.6	4.7	-14.1	5.0	-20.7
COC(=O)[C@@]1(C)CC[C@]2(C)CC[C@@]3(C)C(=CC(=O)C4[C@@]5(C)CC[C@H](O)C(C)(C)[C@@H]5CC[C@]43C)[C@H]2C1 (stereo partly specified)
→ 1.9	17.8	nt	nt	0.0	nt	nt	-1.5	nt
CCN(CC)c1nc(C)c(C(=S)Nc2cc([N+](=O)[O-])ccc2Cl)s1
→ -0.3	-19.1	3.2	-1.6	-59.4	-4.9	6.5	-169.1	10.1
O=C(NC1CCCCCC1)C(=O)NC1CCCC1
→ -18.9	4.0	4.4	-8.1	-0.1	-2.5	6.9	0.6	-3.0

# 7 of the compounds above, with bars between the fields.
smiles | Mdm2 ligase inh | Hck-Nef inh | p97 ATPase inh | RBBP9 inh | Runt-CBFb FRET | NPY-Y1 antag | NPY-Y2 PAM-ag | Runt-SMMHC FRET | NPY-Y1 PAM-ag
O=S(=O)(Nc1ccc(-c2cn3c(n2)SCC3)cc1)c1cccs1 | 0.0 | 18.2 | 5.2 | 4.6 | 1.0 | 1.6 | -17.6 | 2.1 | 1.7
O=C(c1csc2c1CCCC2)N1CCN(c2ccccc2)CC1 | -23.1 | 1.4 | 3.9 | 2.7 | 2.4 | 5.7 | 2.9 | -1.0 | 8.0
CCC(NC(=O)NC1=NCCS1)(C(F)(F)F)C(F)(F)F | -3.2 | 6.4 | 5.5 | -1.0 | -2.0 | 9.4 | 0.0 | 1.2 | 2.2
O=C1C(Cl)=C(N2CCCCC2)C(=O)N1Cc1ccccc1 | -2.4 | -2.6 | -9.3 | -11.6 | -1.3 | -1.3 | -2.1 | -15.5 | -9.6
COC(=O)[C@@]1(C)CC[C@]2(C)CC[C@@]3(C)C(=CC(=O)C4[C@@]5(C)CC[C@H](O)C(C)(C)[C@@H]5CC[C@]43C)[C@H]2C1 (stereo partly specified) | 1.9 | 17.8 | nt | nt | 0.0 | nt | nt | -1.5 | nt
Cc1ccc(C(=O)N2CCSCC2)cc1 | -14.1 | 2.5 | 3.3 | 10.6 | -1.1 | 8.5 | 4.2 | -0.2 | 11.5
CCN(CC)c1nc(C)c(C(=S)Nc2cc([N+](=O)[O-])ccc2Cl)s1 | -0.3 | -19.1 | 3.2 | -1.6 | -59.4 | -4.9 | 6.5 | -169.1 | 10.1

# Screening data (PubChem BioAssay)
